tuberculosis growth: growth inhibition of non-replicating M. tuberculosis (AID 488890); Mycobacterium tuberculosis non-replicating, growth inhibition; higher % means a stronger effect; one-dose inhibition, % at 25 µM; IC50 in µM for titrated hits; hit rate 0.39% among 320,000; in the data active = a potency from the dose series; inconclusive = inhibition mostly from about 82% at the one dose, without a potency; inactive = the rest, 99 in 100 with inhibition below about 76%;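 also: plate controls were DMSO cells for no effect and high antibiotic wells for full effect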
M. tuberculosis HTS: M. tuberculosis growth inhibition, HTS (AID 449762). inhibition, % at 25 µM; hits with a dose series show IC50 in µM. hit rate 0.59% among 330,000. M. tuberculosis H37Rv growth inhibition, 7H9 media; higher % means a stronger effect; in the data active = a potency from the dose series; inconclusive = inhibition above about 70% without an active follow-up result;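 also: bacterial growth assessed after seven days of incubation; strong numbers were not always called active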
PhoP GFP inhibition: Inhibition of PhoP regulon, Salmonella typhi GFP reporter cells, confirmation, 4 h (AID 1850); Salmonella Typhi PhoP-promoter GFP reporter, fluorescence, 4 h; higher % means a stronger effect; inhibition, % at 50 µM, or IC50 in µM where a hit was titrated; hit rate 0.33% among 310,000; in the data active = a potency from the dose series; inconclusive = inhibition mostly from about 25% at the one dose, without a potency; inactive = the rest, 99 in 100 with inhibition below about 19%;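 also: 0% = induced wells with vehicle and 100% = uninduced wells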
influenza NS1A: H1N1 influenza NS1A inhibitors, functional cell based assay (AID 504329); hit rate 0.3% among 340,000; one-dose inhibition, % at 12.5 µM; IC50 in µM for titrated hits; NS1A functional cell-based assay, percent inhibition; higher % means a stronger effect; in the data active = a potency from the dose series; inconclusive = inhibition above about 27% without an active follow-up result; also: strong numbers were not always called active
VEEV TC-83 Vero: inhibitors of VEEV TC-83 cytopathic effect, confirmation, Vero cells (AID 588727) | Vero cells, VEEV TC-83 cytopathic effect inhibition; higher % means a stronger effect | inhibition, % at 20 µM, or IC50 in µM where a hit was titrated | hit rate 0.13% among 350,000; in the data active = a potency from the dose series; inconclusive = inhibition mostly from about 14% at the one dose, without a potency; inactive = the rest, 99 in 100 with inhibition below about 12%; also: strong numbers were not always called active
VEEV TC-83 Vero 10K pilot screen: also measured in VEEV TC-83 Vero; calls as there; inhibition, %; measured here: 10K pilot screen inhibition
Active calls of the source: *; i = inactive; u = inconclusive; x = not tested or not shown. Outcome played no part in choosing rows, and some 1.4% of all compounds hit somewhere here.

SMILES	tuberculosis growth	M. tuberculosis HTS	PhoP GFP inhibition	influenza NS1A	VEEV TC-83 Vero	others
CSc1ccc(/C=C/C(=O)N2CCN(c3ccccn3)CC2)cc1	9%	12%	-4%	-11%	9.2%
CCC(C(=O)NCc1ccccc1OC)n1nc(C)n2c(cc3occc32)c1=O (stereo not given)	8%	-14%	5%	-6%	6.5%
Cc1ccc2c(c1)C1CN(C)CCC1N2S(=O)(=O)c1ccc(C(C)C)cc1 (stereo not given)	79%	7%	x	4%	1.1%
Cc1ccccc1C(=O)Nc1nnc(SC(C)C)s1	13%	-1%	-3%	3%	3.9%
COc1ccc(OCC(O)CNC(=O)c2ccc(Br)cc2)cc1 (stereo not given)	-7%	-2%	0%	3%	1.6%
CCCCN(C)CCNC(=O)c1ccc(Cn2c(=S)[nH]c3ccc(Br)cc3c2=O)cc1	50%	12µM*	9%	9%	5.9%
CCn1c(=O)c(C(=O)NNC(=O)c2ccc(Cl)cc2Cl)c(O)c2ccccc21	-14%	6%	3%	4%	0.6%
CCc1nnc(NC(=O)CN2CCN(c3cccc(OC)c3)CC2)s1	64%	-4%	2%	-5%	0.4%
COc1ccc(NC(=O)c2ccccc2[N+](=O)[O-])cc1	-19%	-3%	-6%	-8%	i
Cc1ccc(NC(=O)c2cc(C)n(-c3ccccc3)c2C)cc1	61%	13%	-8%	-1%	2.2%
CNC(=S)N/N=C(\C)c1cccc(C(F)(F)F)c1	u	2%	-8%	8%	10%
Cc1ccc(NC(=O)c2sc(N)nc2C)cc1	-7%	4%	-1%	0%	0.0%
COc1ccc(NC(=O)CSc2nnc(N)n2CC(=O)Nc2ccc(OC)cc2)cc1	-1%	0%	4%	6%	0.5%
CCc1ccc(NC(=O)CCc2c(C)nn(-c3ccc(N4CCOCC4)nn3)c2C)cc1	0%	-15%	0%	0%	2.7%
CCN(Cc1ccncc1)C(=O)c1cc(COc2c(F)cccc2F)on1	2%	10%	12%	2%	i

Arranged by count of non-hydrogen atoms (low to high): part of the list above
SMILES	tuberculosis growth	M. tuberculosis HTS	PhoP GFP inhibition	influenza NS1A	VEEV TC-83 Vero	others
CNC(=S)N/N=C(\C)c1cccc(C(F)(F)F)c1	u	2%	-8%	8%	10%
Cc1ccccc1C(=O)Nc1nnc(SC(C)C)s1	13%	-1%	-3%	3%	3.9%
COc1ccc(NC(=O)c2ccccc2[N+](=O)[O-])cc1	-19%	-3%	-6%	-8%	i
Cc1ccc2c(c1)C1CN(C)CCC1N2S(=O)(=O)c1ccc(C(C)C)cc1 (stereo not given)	79%	7%	x	4%	1.1%
CCC(C(=O)NCc1ccccc1OC)n1nc(C)n2c(cc3occc32)c1=O (stereo not given)	8%	-14%	5%	-6%	6.5%
COc1ccc(NC(=O)CSc2nnc(N)n2CC(=O)Nc2ccc(OC)cc2)cc1	-1%	0%	4%	6%	0.5%

The listing continues:
SMILES	tuberculosis growth	M. tuberculosis HTS	PhoP GFP inhibition	influenza NS1A	VEEV TC-83 Vero	others
COC(=O)c1nnn(-c2nonc2N)c1CSc1ccccn1	2%	-4%	-2%	6%	0.9%
CCOC(=O)C1CCCN(c2c(Nc3ccc(OCC)cc3)c(=O)c2=O)C1 (stereo not given)	x	-3%	x	3%	0.6%
Cc1cc(C)cc(OCC(=O)N/N=C\c2cn(C)nc2C)c1	19%	-6%	-10%	0%	1.2%
COc1cc(NC(=O)CCc2c(C)nc3nc(C)nn3c2C)cc(OC)c1	-14%	2%	-10%	-2%	8.2%
O=C(CSc1nc(-c2ccccc2Cl)ns1)NCc1ccco1	u	0%	-2%	5%	3.6%
CN=C(Nc1cc(C)nn1-c1ccccc1)c1ccccc1	3%	-3%	0%	4%	i
Cn1c(SCc2ccc(F)cc2Cl)nc2ccccc2c1=O	5%	-8%	x	2%	i
O=C(Nc1ccc(NC(=O)C2CC2)nc1)c1cccs1	16%	0%	-7%	-1%	1.2%
CC(C)(C)C(=O)Nc1ccc(C(=O)NCc2cccnc2)cc1	5%	-9%	-13%	-17%	0.6%
O=C(Cc1ccc(Cl)cc1)NNC(=O)Nc1cccc2ccccc12	-16%	-5%	-6%	-12%	2.9%
CN(C)CCCNC(=O)c1cc(C(=O)c2c(Cl)cccc2Cl)c[nH]1	-7%	-14%	12%	2%	1.1%
COc1ccccc1C(=O)Nc1ccc2c(c1)CCCN2C(=O)c1ccccc1	55%	61%	-8%	2%	2.1%
COc1ccc(S(=O)(=O)N2CCC(C(=O)NC(c3nc4ccccc4[nH]3)C(C)C)CC2)cc1 (stereo not given)	4%	-6%	x	-16%	i
CCn1nc(C)cc1C(=O)Sc1cccc(Br)c1	61%	3%	-3%	-19%	1.8%
Cc1ccc2cc(CN(Cc3ccco3)C(=O)NCc3ccccc3)c(=O)[nH]c2c1C	14%	-6%	-7%	-1%	9.6%
CC(C)c1ccc(-c2csc3nc[nH]c(=O)c23)cc1	69%	-3%	-8%	-7%	1.1%
O=C(Cc1cccs1)N(CC1CCCO1)C1(C(=O)NC2CCCC2)CCCCC1 (stereo not given)	13%	-8%	-1%	6%	1.2%
CN(C)CCOCCOc1ccc(Cl)cc1C(C)(C)C	50%	47%	12%	3%	63%
COc1ccc(C(=O)NCCNc2ccccc2[N+](=O)[O-])cc1	0%	1%	13%	-5%	1.8%
Cc1cc(NC(=O)CCSc2ccccc2)ccc1Br	66%	u	-1%	-16%	2.8%
COc1ccc(OC)c(-n2c(=S)[nH]c3cc(C(=O)N(C)Cc4ccccc4)ccc3c2=O)c1	17%	6%	8%	1%	1.8%
COc1c(S(=O)(=O)NCCCn2ccnc2)ccc(Cl)c1Cl	-3%	-11%	-5%	-8%	i
O=C(COC(=O)c1c[nH]c(=O)[nH]c1=O)Nc1ccccc1F	0%	0%	-11%	-4%	0.5%
N#C/C(=C\c1c(N2CCC(C(N)=O)CC2)nc2ccccn2c1=O)C(=O)NC1CCCCC1	-20%	7%	-4%	-19%	2.7%
C[C@@]12C(=O)Nc3ccc(F)cc3C(=O)N1[C@H]1c3ccccc3OC[C@@H]1[C@@H]2c1ccccc1	71%	1%	x	6%	i	VEEV TC-83 Vero 10K pilot screen=0.0
O=C(CN1CCC(NC(=O)Nc2ccccc2)CC1)Nc1ccccc1F	-1%	-1%	3%	-6%	i
O=C1CCCC(=NNC(=O)c2cc3ccccc3cc2O)C1	17%	7%	x	-24%	3.6%
Cn1nnnc1Sc1c(Cl)cccc1[N+](=O)[O-]	4%	5%	-10%	11%	0.7%
COCCOC(=O)C1=C(C)NC(=O)NC1c1cccc(F)c1 (stereo not given)	2%	-5%	-8%	-6%	0.5%
CCOC(=O)Cc1[nH]nc2c1C(c1cc(OC)ccc1OC)C(C#N)=C(N)O2 (stereo not given)	-3%	2%	2%	1%	i
Cc1ccc(N2CCN(S(=O)(=O)c3nnc(NC(=O)c4ccco4)s3)CC2)cc1	2%	-1%	-4%	-2%	i	VEEV TC-83 Vero 10K pilot screen=1.4
COc1ccc(Cn2c(SCC#N)nc3ccc(N4CCOCC4)cc3c2=O)cc1	-17%	-5%	4%	-5%	3.3%
COc1ccc(-c2nn(-c3ccccc3)cc2C(=O)N(C)CC(=O)Nc2cccc(F)c2)cc1	40%	6%	x	0%	2.4%
COc1ccc(NC(=O)c2cc(C)no2)cc1OC	-13%	5%	3%	-7%	0.2%
O=C(COc1ccc2c3c(c(=O)oc2c1)CCCC3)NC(Cc1ccc(Cl)cc1)C(=O)O (stereo not given)	7%	-8%	-12%	4%	0.2%
N#Cc1cc(C#N)c(N2CCN(c3ccccn3)CC2)nc1N	5%	-8%	7%	0%	1.5%
C[C@H]1CN([C@@H](C)CO)C(=O)c2cccc(NC(=O)c3ccncc3)c2O[C@H]1CN(C)C(=O)Nc1ccccc1	61%	6%	x	-10%	2.4%
Cc1ccc2nc(SCCCCOc3ccccc3)[nH]c2c1	-12%	u	-7%	10%	0.9%
Cc1sc2ncnc(NCC(c3ccccc3)N(C)C)c2c1C (stereo not given)	20%	-3%	-21%	-3%	5.8%
COc1ccccc1CCNC(=O)c1nccnc1C(=O)O	-7%	-2%	-5%	-12%	0.7%
CCN1CCN(c2oc(-c3ccc(OC)cc3)nc2C#N)CC1	7%	2%	3%	-11%	5.9%
Cc1nn(C)c(C)c1NS(=O)(=O)c1cccc(Br)c1	-11%	2%	8%	-8%	0.2%
CCOC(=O)C1=C(C)NC(C)=C(C(=O)OCC)C1c1cccc(C)n1	-9%	-2%	11%	3%	0.5%
O=C(COc1ccc(Cl)cc1Cl)NN1C(=O)C2C3C=CC([C@@H]2C1=O)C31CC1 (stereo not given in full)	-2%	-1%	-19%	-1%	0.8%
CCOC(=O)c1ccc(NC(=O)[C@@H](NC(N)=O)C(C)C)cc1	5%	3%	-1%	-2%	6.3%
CC(CC(=O)NCc1ccco1)S(=O)(=O)c1ccc2c(c1)CCN2C(=O)C1CC1 (stereo not given)	-4%	0%	-3%	6%	0.3%
Cc1cc2oc(C(=O)N(Cc3ccc(N(C)C)cc3)CC3CCCO3)c(C)c2cc1C (stereo not given)	0%	5%	10%	3%	0.6%
CC(=O)c1cccc(-n2nnnc2SCC(=O)Nc2cc(C)on2)c1	2%	5%	6%	3%	0.8%
CCOc1cc(/C=C2\SC(N3CCCC(C)C3)=NC2=O)ccc1O (stereo not given)	29%	7%	20%	-3%	3.4%
CC(=O)NC1C(=O)N=C(SC(C)C(=O)Nc2cccc(Cl)c2)NC1=O (stereo not given)	7%	5%	-1%	3%	0.5%
CN1CCN(S(=O)(=O)c2cccc(C(=O)NC3CCCC3)c2)CC1	-3%	4%	2%	5%	1.1%
CCOC(=O)N1CCN(C(=O)Nc2ccc(Cl)cc2Cl)CC1	-6%	-3%	13%	-1%	0.1%
CC(NC(=O)C(=O)c1cn(CC(=O)N2CCOCC2)c2ccccc12)c1ccccc1 (stereo not given)	5%	-9%	-2%	6%	0.2%
CCC(C)N=Cc1c(Nc2ccccc2)nc2c(C)cccn2c1=O (stereo not given)	u	28%	-4%	4%	i
COc1ccc(S(=O)(=O)N2CCOCC2)cc1NC(=O)COC(=O)C1CCC1	9%	-1%	x	-3%	i
COc1cccc(OCC(=O)Nc2ccncc2)c1	57%	2%	-1%	-5%	0.5%
CC(=O)N(c1ccccc1C)c1ccccc1C	x	x	x	1%	0.6%
CCOC(=O)N1CCN(C(=O)c2cccc(F)c2)CC1	-13%	-6%	-4%	0%	0.1%
CCOc1cc(/C=C/C(=O)O)ccc1OCc1ccccc1	2%	-2%	-4%	-4%	i
CCOC(=O)Cc1c[nH]c(=S)[nH]c1=O	-11%	-7%	-4%	4%	0.5%
Following part:
SMILES	tuberculosis growth	M. tuberculosis HTS	PhoP GFP inhibition	influenza NS1A	VEEV TC-83 Vero	others
Cc1ccc(S(=O)(=O)c2cnc(-c3ccccc3)nc2N2CCCCC2)cc1	4%	-2%	3%	-2%	0.4%
C=CCn1c(SCC(=O)Nc2sc3c(c2C#N)CCC3)nnc1C1COc2ccccc2O1 (stereo not given)	24%	-1%	19%	1%	3.0%
Cc1cccc(C(=O)NCc2nnc3c4ccccc4c(-c4ccccc4)nn23)c1	1%	12%	0%	11%	7.3%
N#C/C(=C\c1ccc(Sc2nc3ccccc3[nH]2)o1)c1ccccc1	60%	-1%	9%	-5%	0.0%
CCN(CC)C(=O)CSc1nnc2cc(C)c3ccccc3n12	0%	-2%	-2%	-4%	i
Cc1onc(-c2ccccc2)c1C(=O)OCCOc1ccc([N+](=O)[O-])cc1[N+](=O)[O-]	22%	13%	-1%	5%	1.5%
Cc1ccc2nc(-c3ccncc3)cc(C(=O)Nc3ccncc3)c2c1	-10%	-7%	-5%	-6%	12%
NC(=O)c1c(NC(=O)CN2C(=O)NC(Cc3ccccc3)C2=O)sc2c1CCC2 (stereo not given)	23%	0%	13%	-7%	5.8%
COc1ccccc1NC(=O)c1sc2ncn(Cc3ccc(C)cc3)c(=O)c2c1C	-3%	7%	-3%	-2%	0.6%
N#C/C(=C(/O)c1ccc(C(=O)c2ccccc2)cc1)c1nc2ccccc2[nH]1	11%	1%	7%	-1%	1.0%
Cc1cc(=O)oc(C)c1C(=O)NCc1ccccc1	-11%	-3%	5%	1%	0.8%
CCOC(=O)N1CCC(NC(=O)c2cc3c(-c4cccc(OC)c4)nn(C)c3s2)CC1	0%	8%	-2%	2%	1.0%
COc1ccc(OC)c(-c2nnc(SCC(=O)N3CCCC3)o2)c1	25%	8%	6%	-5%	2.0%

2 neighbouring compounds out of the list so far, for reference:
SMILES	tuberculosis growth	M. tuberculosis HTS	PhoP GFP inhibition	influenza NS1A	VEEV TC-83 Vero	others
Cc1ccc(S(=O)(=O)c2cnc(-c3ccccc3)nc2N2CCCCC2)cc1	4%	-2%	3%	-2%	0.4%
C=CCn1c(SCC(=O)Nc2sc3c(c2C#N)CCC3)nnc1C1COc2ccccc2O1 (stereo not given)	24%	-1%	19%	1%	3.0%
